Assay outcomes as filed in PubChem.
VIM-2 inhibitor – inhibitors of Pseudomonas aeruginosa VIM-2 metallo-beta-lactamase. purified VIM-2, nitrocefin hydrolysis, epi-absorbance fluorescence. inhibition, % at 5.6 µM. 290,000 compounds, 0.89% hits. AID 1527;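 active means inhibition above the mean of all tested compounds plus 3 SD, cutoff set per screening run, cut at about 7.5% in these data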;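 further: red hydrolysis product quenches plate fluorescence so inhibitors raise well fluorescence; 0% = enzyme with DMSO and 100% = DMSO without enzyme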
FID counter – counter-screen for HCV NS3 helicase inhibitors: DNA intercalator displacement | DNA fluorescent intercalator displacement, fluorescence | inhibition, % at 7.9 µM | 290,000 compounds, 0.17% hits | AID 1845; in the data active means inhibition above about 37%;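 further: 0% = vehicle and 100% = reference compound; higher means more ethidium bromide displaced from hairpin DNA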
PHOSPHO1 block – inhibitors of human PHOSPHO1 phosphatase | recombinant PHOSPHO1, absorbance phosphatase assay | inhibition, % at 13.3 µM | AID 1565 | Q8TCT1 | 290,000 compounds, 1.1% hits; in the data active means inhibition above about 60%
MEKK3 PB1 HTS – raises or lowers MEK5 binding to the human MEKK3 PB1 domain; Q99759; bead-based flow cytometry, Alexa488-MEK5 binding to MEKK3; actives lie on both sides; 0 = blocked by unlabeled MEK5, 100 = vehicle; binding response (% of control), % at 10 µM; 290,000 compounds, 1.4% hits;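 active means binding response more than 3 SD above or below the average of its plate-row segment, actives on both sides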;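 further: Alexa488 bead fluorescence after subtracting the streptavidin-only scavenger bead signal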
IMP-1 inhibitor – blocks Pseudomonas aeruginosa IMP-1 metallo-beta-lactamase; purified IMP-1, nitrocefin hydrolysis, epi-absorbance fluorescence; inhibition, % at 5.6 µM; 290,000 compounds, 0.45% hits; AID 1556;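 active means inhibition above the mean plus 3 SD of all compounds in the same screening run, cut at about 4.5% in these data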;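 further: 0% = IMP-1 with DMSO and 100% = DMSO wells lacking enzyme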
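Assay system: purified recombinant IMP-1 beta-lactamase. Input: IMP-1 0.2 nM before substrate addition. Buffer or medium: Zinc- and detergent-supplemented HEPES buffer, pH 7.1. Schedule: 25 °C, 15 min preincubation, 25 min reaction. Signal: Epi-absorbance fluorescence, 480 nm excitation, 530 nm emission. Evaluation: percent inhibition from optical density relative to buffer-blank wells.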
NS3 helicase inh – blocks Hepatitis C virus NS3 helicase unwinding; 290,000 compounds, 0.56% hits; NS3 helicase DNA unwinding, Cy5 molecular beacon fluorescence; inhibition, % at 10.9 µM;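 active means inhibition above the mean of all tested compounds plus 3 SD, set per campaign, cut at about 35% in these data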;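 further: 0% = DMSO wells and 100% = thioflavine S control wells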
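assay system = NS3 helicase fragment of HCV | buffer or medium = MOPS pH 6.5, MgCl2, DTT, Tween20, BSA | timing = 60 min unwinding reaction at 25 °C after ATP addition | signal = Cy5 beacon fluorescence read at start and 1 h | read-out basis = % inhibition of unwinding | control set = low DMSO, high thioflavine S at 110 µM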
SUMO HTRF inh – blocks human SUMOylation mediated by UBC9 | P63279 | HTRF SUMOylation assay, SAE1/SAE2 + UBC9, in vitro | inhibition, % at 35 µM | 290,000 compounds, 0.36% hits | AID 2006; in the data active means inhibition above about 50%, passing the limit was not always enough; further: strong numbers were not always called active
pCIP destab – lowers stability of the mouse p/CIP coactivator protein. Q05BA5. F442A p/CIP-EGFP cells, EGFP fluorescence, 16 h. decrease of EGFP signal, % at 10 µM. 290,000 compounds, 0.01% hits;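 active means EGFP signal decrease of at least 30% at 10 µM or well 3 SD below plate mean, unless failing retest; inactive means the rest, including hits failing retest or dose response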; further: some compounds called inactive have numbers as strong as hits; many of its hits are not listed in these tables
IDE cell activ – IDE (human) activation, cell-based; P14735; 340,000 compounds, 0.073% hits; AID 493087; activation, % at 5.96 µM; HEK cells, FAbeta-B cleavage, fluorescence polarization; 0% vehicle, 100% cell-free pure enzyme wells;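 active means activation above the mean of all tested compounds plus 3 SD, set per screening campaign, cut at about 17% in these data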
Target sequence (P14735 whole entry, looked up): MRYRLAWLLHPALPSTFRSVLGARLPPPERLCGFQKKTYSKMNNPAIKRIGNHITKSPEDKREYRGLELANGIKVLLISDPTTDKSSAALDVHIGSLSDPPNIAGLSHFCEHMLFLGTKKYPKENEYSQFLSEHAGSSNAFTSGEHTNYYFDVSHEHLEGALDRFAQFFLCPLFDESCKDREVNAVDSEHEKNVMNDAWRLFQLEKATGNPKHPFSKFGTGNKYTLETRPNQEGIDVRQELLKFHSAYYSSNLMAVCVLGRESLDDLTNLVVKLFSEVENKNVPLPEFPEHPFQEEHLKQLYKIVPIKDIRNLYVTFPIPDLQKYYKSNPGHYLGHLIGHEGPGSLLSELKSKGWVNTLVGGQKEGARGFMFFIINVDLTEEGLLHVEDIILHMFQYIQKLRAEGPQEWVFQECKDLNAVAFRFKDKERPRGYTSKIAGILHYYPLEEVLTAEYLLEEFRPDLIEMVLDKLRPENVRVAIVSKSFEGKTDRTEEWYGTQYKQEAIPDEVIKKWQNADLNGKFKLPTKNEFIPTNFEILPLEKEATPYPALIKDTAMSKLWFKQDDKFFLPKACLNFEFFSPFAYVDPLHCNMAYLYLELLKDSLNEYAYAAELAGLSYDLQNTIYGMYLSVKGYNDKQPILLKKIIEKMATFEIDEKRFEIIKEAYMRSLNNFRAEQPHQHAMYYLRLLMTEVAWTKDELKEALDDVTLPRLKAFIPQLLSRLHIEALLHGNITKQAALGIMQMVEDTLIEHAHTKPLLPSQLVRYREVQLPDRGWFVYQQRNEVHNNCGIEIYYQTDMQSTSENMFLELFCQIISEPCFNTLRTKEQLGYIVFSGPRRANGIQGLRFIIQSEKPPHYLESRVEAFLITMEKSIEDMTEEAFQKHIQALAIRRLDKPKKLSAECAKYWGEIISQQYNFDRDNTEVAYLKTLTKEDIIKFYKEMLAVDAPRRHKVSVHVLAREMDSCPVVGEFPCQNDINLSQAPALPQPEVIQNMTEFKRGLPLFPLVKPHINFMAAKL
* marks the source's active call; other numbers are inactive results; nt = not tested or not shown; & = joins results of further samples.

SMILES	VIM-2 inhibitor	FID counter	PHOSPHO1 block	MEKK3 PB1 HTS	IMP-1 inhibitor	NS3 helicase inh	SUMO HTRF inh	pCIP destab	IDE cell activ
Cc1nnc(NC(=O)c2ccc3ccccc3n2)s1	-5.6	-7.3	11.4	99.0	-4.6	-7.0	-33.1	9.2	4.1
COc1cccc(NC(=S)N2CCC(NC(=O)C3CCCCC3)CC2)c1	-3.3	-14.9	2.3	105.0	-2.4	6.0	-2.5	3.7	-0.1
COc1ccc(C)cc1NC(=O)CSc1nnc(CC(=O)Nc2ccccc2F)n1C	-2.5	-10.9	-30.9	100.0	-2.4	7.7	1.7	0.1	-3.2
CCCn1c(=O)n(C)c(=O)c2c(SCC(=O)NCc3ccco3)nc(C3CC3)nc21	0.6	-6.7	9.1	96.0	-3.8	-0.4	15.7	-11.7	-4.4
COc1cc(N/C=C2\CC(=O)NC(C)=C2C#N)cc(OC)c1OC	-2.3	-9.2	11.4	106.0	-1.7	4.8	51.7*	-15.6	0.6
CCCCc1c(O)nc2ccccn2c1=O	-4.3	1.1	-16.4	84.0	-3.5	2.5	5.9	-6.7	-4.7
O=C(Nc1cc(SCCO)cc([N+](=O)[O-])c1)c1ccc(Br)o1	-2.6	10.7	1.0	89.0	-1.8	1.4	-8.5	3.8	2.1
COC(=O)c1cccc2c1-c1ccccc1/C2=N\NC(N)=O	7.2	-11.0	28.4	104.0	-3.1	9.1	7.4	-1.9	-2.6
CC(C)C(=O)Nc1ccc(C(=O)Nc2ccc(S(=O)(=O)N3CCOCC3)cc2)cc1	-2.4	-14.1	34.0	97.0	-2.6	-7.9	5.0	-8.9	6.4
COc1cccc(CC(NC(C)=O)C(=O)NC2CCN(c3nnnn3-c3ccccc3)CC2)c1OC (stereo not given)	-0.8	-19.0	-14.2	105.0	-2.9	3.5	1.5	-1.7	2.0
CCOC(=O)CSc1nnc(CNC(=O)c2ccco2)n1-c1ccc(F)cc1	-1.0	-12.4	15.9	101.0	-4.4	10.6	21.7	-13.0	4.2
Cc1csc(NC(=O)c2ccc(S(C)(=O)=O)cc2)n1	0.2	3.1	-7.7	93.0	-0.2	4.0	-4.9	-1.7	3.0
CCOc1ccccc1N(CC(=O)N1CCOCC1)S(=O)(=O)c1ccccc1	1.0	-13.3	-2.4	nt	-3.1	-0.7	4.0	3.0	-0.1
CC1=C(CC(=O)c2ccc(Cl)cc2)C(=O)c2ccccc2C1=O	-3.1	4.6	7.1	104.0	0.4	19.7	23.9	-32.6	0.5
CC(Sc1ccc(Cl)cc1)C(=O)NNC(=O)c1csc(N2CCOCC2)n1 (stereo not given)	-3.2	-12.6	13.7	100.0	-1.4	-5.7	13.4	-10.9	5.6
OCCC1CN(C/C(Cl)=C/c2ccccc2)CCN1C1CCCC1 (stereo not given)	-0.3	16.1	17.9	100.0	0.0	-2.7	7.8	-12.6	8.4
Cc1cc(C2C(=O)CC(=O)CC2c2ccccc2)on1 (stereo not given)	3.2	-23.6	-8.0	103.0	7.7*	24.4	3.4	1.7	-6.4
COc1ccc(NC(=O)CC2C(=O)N(c3ccccc3)C(=O)N2CCc2cccs2)cc1 (stereo not given)	-2.6	-13.6	13.3	149.0*	-6.2	1.0	16.6	-9.8	1.0
COc1ccc(CNC(=O)COc2ccc(S(=O)(=O)N3CCOCC3)cc2C)cc1	-0.4	-31.1	20.0	98.0	-1.9	3.3	-2.5	-0.4	1.7
S=C(Nc1ccc2c(c1)OCO2)Nc1ccccc1Cl	-1.2	0.9	-1.1	87.0	-0.5	15.7	18.2	-12.5	0.2
COc1cccc(-n2c(=O)c3sccc3n(CC(=O)NC3CCCC3)c2=O)c1	-3.0	-4.4	26.5	103.0	-0.6	6.5	16.0	-1.2	1.1
O=C1C(Cl)=C(Nc2ccccc2O)C(=O)N1CCc1ccccc1	-4.3	-10.7	-9.3	99.0	-3.4	15.2	8.6	-14.8	-3.0
Cc1cc(=O)cc(C)n1-c1ccccc1N	-2.0	-2.3	33.9	109.0	-2.2	1.1	2.6	-3.2	0.4
CN(C)CCOC(=O)C12CC3CC(CC(C3)C1)C2	-3.6	0.9	8.2	101.0	-2.3	2.5	3.6	-4.6	-1.7
O=C(CSc1nnc(NC2CCCCC2)s1)NC1CCS(=O)(=O)C1 (stereo not given)	0.8	-0.1	3.3	97.0	-0.5	-7.9	5.2	-5.6	4.5
CC(=O)N1Cc2ccccc2C(C)CC12CCCC2 (stereo not given)	-2.1	-15.3	4.1	97.0	-3.9	-3.9	23.7	-14.3	3.5
CC1Cc2nc(SCC(=O)Nc3nccs3)n(Cc3ccccc3)c(=O)c2S1 (stereo not given)	-3.6	-8.6	0.1	101.0	-2.5	0.9	-4.4	5.9	-0.5
COC1(OC)C(/C=C/c2ccc(C)cc2)C(C#N)(C#N)C1(OC)OC (stereo not given)	-0.6	-16.0	nt	106.0	-1.7	6.4	nt	nt	2.6
O=C1/C(=C\c2cccs2)N=C(c2cccs2)N1Nc1ccccc1	-0.7	0.5	23.8	84.0	1.8	5.0	-1.5	-4.6	-0.7
CC(C)C(=O)Nc1nnc(SCC(=O)NCc2ccc3c(c2)OCO3)s1	-0.7	-6.5	36.2	112.0	-2.7	-14.5	1.6	-2.6	-0.6
CCCCC[C@H]1CN(Cc2ccccc2)C(=O)[C@@H]1CC(=O)NCc1ccccc1	1.7	-55.2	-7.3	103.0	1.2	-3.9	27.0	6.2	-1.9
CCCCN(C)c1c(N2CCC(C(=O)OCC)CC2)c(=O)c1=O	-1.0	-11.0	12.9	85.0	-0.9	-4.3	14.9	0.6	3.6
CC(=O)NC(Cc1ccccc1)C(=O)OCC(=O)c1ccc(Cl)cc1 (stereo not given)	-1.3	-12.3	-6.2	99.0	-2.5	-6.5	-6.6	-11.2	3.9
CCn1c(SCC(=O)Nc2nccc(C)n2)nc2ccccc21	-4.2	-6.2	37.7	98.0	-2.9	1.5	5.9	-1.6	-1.8
Cc1nc(Nc2ccccc2)sc1-c1ccccc1	-0.3	-5.5	-11.4	104.0	-0.6	-4.4	-9.3	4.9	0.8
COc1cc(/C=N/NC(=S)NCc2ccccc2)ccc1OCC#N	-3.4	-14.0	6.9	102.0	-3.1	-2.4	-6.6	-5.9	-0.9
CC(=O)c1ccc(NC(=O)c2ccc(C)c(S(=O)(=O)N3CCOCC3)c2)cc1	-1.0	-21.5	-4.0	100.0	-3.5	-1.3	-1.3	0.3	-1.1
O=C(NCC1CCCO1)c1ccccn1 (stereo not given)	-0.7	0.3	17.5	111.0	1.1	-2.3	0.7	2.9	-1.7
COc1ccc(OCc2cc(C(=O)N(Cc3nccn3C)C(C)C)no2)c2ccccc12	-1.0	6.8	39.9	101.0	-3.8	-42.1	-3.0	0.6	-3.4
Cc1cc(NC(=O)C(C)Oc2ccc(Cl)cc2Cl)no1 (stereo not given)	-2.3	-15.5	30.7	106.0	-2.6	-2.4	6.2	-3.5	1.6
O=C(COC(=O)C12CC3CC(CC(Br)(C3)C1)C2)Nc1cccnc1Cl	-2.8	-9.6	11.9	88.0	-2.2	2.0	-0.5	13.4	4.7
Cc1ccccc1Nc1nnc(SCC(=O)NCc2cccs2)s1	2.8	-9.2	-7.9	113.0	-0.9	1.8	0.7	-2.0	6.0
COc1ccc(N(CC(=O)NCc2ccco2)C(=O)CCC(=O)Nc2ccccn2)cc1	-4.7	-28.7	30.7	95.0	-2.0	-4.8	9.6	-6.8	-4.1
O=C(CN1C2CCCC1CC(NC(=O)C1CCCCC1)C2)Nc1ccccc1 (stereo not given)	-1.5	-2.7	5.8	96.0	-3.7	6.5	11.5	-5.4	-1.4
COc1cc(/C=N/NC(=O)c2cc(C34CC5CC(CC(C5)C3)C4)[nH]n2)ccc1O	0.3	-15.9	10.6	101.0	0.5	8.1	5.9	0.3	-3.8
O=C(C1CCCO1)N1CCN(C(=S)Nc2cccc(Cl)c2)CC1 (stereo not given)	0.2	-1.4	-16.9	116.0	-0.7	0.0	16.7	2.5	-1.1
COc1cc(NC(=O)Cc2ccccc2)ccc1NC(=O)Cc1ccccc1	-0.7	-13.7	29.0	99.0	0.6	-1.3	5.6	-2.0	5.4
COc1ccc(C(=O)CSc2nnn(-c3cccc(NC(C)=O)c3)n2)cc1	-0.3	-11.9	35.7	98.0	-1.8	17.8	6.4	-10.0	nt

Whole records, looked up by structure. Screens in order: VIM-2 inhibitor	FID counter	PHOSPHO1 block	MEKK3 PB1 HTS	IMP-1 inhibitor	NS3 helicase inh	SUMO HTRF inh	pCIP destab	IDE cell activ
Cc1cc(NC(=O)C(C)Oc2ccc(Cl)cc2Cl)no1 (stereo not given) as listed: -2.3	-15.5	30.7	106.0	-2.6	-2.4	6.2	-3.5	1.6
CC(=O)c1ccc(NC(=O)c2ccc(C)c(S(=O)(=O)N3CCOCC3)c2)cc1 as listed: -1.0	-21.5	-4.0	100.0	-3.5	-1.3	-1.3	0.3	-1.1
COc1ccc(N(CC(=O)NCc2ccco2)C(=O)CCC(=O)Nc2ccccn2)cc1 as listed: -4.7	-28.7	30.7	95.0	-2.0	-4.8	9.6	-6.8	-4.1
O=C(CN1C2CCCC1CC(NC(=O)C1CCCCC1)C2)Nc1ccccc1 (stereo not given) as listed: -1.5	-2.7	5.8	96.0	-3.7	6.5	11.5	-5.4	-1.4
O=C(NCC1CCCO1)c1ccccn1 (stereo not given) as listed: -0.7	0.3	17.5	111.0	1.1	-2.3	0.7	2.9	-1.7

Continued.
SMILES	VIM-2 inhibitor	FID counter	PHOSPHO1 block	MEKK3 PB1 HTS	IMP-1 inhibitor	NS3 helicase inh	SUMO HTRF inh	pCIP destab	IDE cell activ
COc1ccc(OC)c(S(=O)(=O)NCC(=O)O)c1	-0.6	0.6	18.8	103.0	-2.1	-11.1	22.6	-8.5	3.0
COC(=O)COc1ccc(S(=O)(=O)NCc2ccc3c(c2)OCO3)cc1	-1.3	-14.9	3.1	101.0	-4.5	6.8	-12.1	-8.4	6.2
O=C1COc2ccc(C(=O)COC(=O)CNC(=O)c3ccccc3)cc2N1	-2.4	-4.4	-7.6	121.0	-4.6	0.6	0.3	-0.7	-3.1
Cc1cc(=O)n2c(C)n[nH]c2n1	0.1	-0.6	31.1	108.0	-2.8	2.8	9.9	1.1	-5.0
Cc1sc(NC(=O)C2CCCCC2C(=O)O)c(C(N)=O)c1C (stereo not given)	-2.9	-7.4	46.5	102.0	-2.4	6.1	12.6	0.9	5.7
COC(=O)c1c(NC(=O)Cc2cccs2)sc(C(=O)N2CCCCC2)c1C	0.4	-20.0	26.8	103.0	-0.3	4.6	11.1	5.2	-2.2
Cc1nnc2n1NC(c1ccc(Cl)cc1)C(C(=O)N(C)C1CCCCC1)S2 (stereo not given)	-5.3	-4.6	6.3	99.0	-2.4	5.3	30.4	-6.0	2.7
CCOCCCn1c(=NC(C)=O)c(C(=O)OCC)cc2c(=O)n3ccccc3nc21	0.5	-14.1	7.1	94.0	-3.2	8.6	28.6	-3.8	3.9&-3.8

These rows are one share of the data (hit frequency here may not be typical).
